EPAC1 antagonist = qHTS for Antagonist of cAMP-regulated guanine nucleotide exchange factor 3 (EPAC1): primary screen. 0.14% of 360,000 active. EPAC1 GEF assay, Rap1b-BODIPY-GDP exchange fluorescence. Rap guanine nucleotide exchange factor 3 (Homo sapiens), O95398. Potency, µM (series often up to 115 µM), without a hit: at the highest dose activity change, negative = inhibition, hits mostly inhibitors. AID 720709, 2013;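 also: plate controls were vehicle for no effect and positive control for full effect; nearly all actives have a fitted effect of over 50% in size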
EPAC1 agonist = qHTS for Agonist of cAMP-regulated guanine nucleotide exchange factor 3 (EPAC1): primary screen; EPAC1 agonist qHTS, biochemical assay; response scale: 100% = response to 6.5 mM cAMP; 0.073% of 360,000 active; Potency, µM (highest dose often 154 µM), inactives show at the top dose activation, actives largely listed as activators; Rap guanine nucleotide exchange factor 3 (Homo sapiens), O95398; also: nearly all actives have a fitted effect of over 60% in size
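Multi-concentration qHTS readout: loss of Rap1B-bound BODIPY-GDP fluorescence driven by 100 nM EPAC1 with excess GDP (50 uM), monitored kinetically at room temperature; agonist response expressed relative to 6.5 mM cAMP.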
EPAC2 antagonist = qHTS for Antagonist of cAMP-regulated guanine nucleotide exchange factor 2 (EPAC2): primary screen; Rap guanine nucleotide exchange factor 4 (Homo sapiens), Q8WZA2; EPAC2 GEF exchange of Rap1B-BODIPY-GDP, fluorescence; Potency, µM (highest dose often 114 µM), inactives show at the top dose activity, negative = inhibition, actives largely listed as inhibitors; 0.18% of 360,000 active; also: % is scaled to controls: 0 for no effect and ±100 for the full control effect; nearly all actives have a fitted effect of over 45% in size; many of its hits are not listed in these tables
TDP-43 yeast inh = qHTS of TDP-43 Inhibitors; 1.8% of 410,000 active; Potency, µM (top dose mostly 46.1 µM), without a hit: at the highest dose growth rescue (activation), actives largely listed as activators; TDP-43 expressing yeast growth rescue, BacTiter-Glo, 24 h; also: % of control where 0% means no effect; nearly all actives have a fitted effect of over 50% in size
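Yeast cells expressing TDP-43 under galactose induction are exposed to compounds for 24 hr at 30 deg C. BacTiter-Glo luminescence measures growth, so protective compounds score as activators.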
PTHR1 agonist = qHTS for PTHR1 Agonists: Primary Screen; 0.075% of 410,000 active; Parathyroid hormone/parathyroid hormone-related peptide receptor (Homo sapiens), Q03431; Potency, µM (titrated, usually from 115 µM), for inactives: top-dose activation, hits mostly activators; HEK293 GP2 PTHR1 cells, GloSensor cAMP luminescence, 1 h; also: nearly all actives have a fitted effect of over 55% in size; some results filed as inactive show a strong effect at the top dose; inactives centre near -15; many of its hits are not listed in these tables
Target sequence (Q03431 whole entry, looked up): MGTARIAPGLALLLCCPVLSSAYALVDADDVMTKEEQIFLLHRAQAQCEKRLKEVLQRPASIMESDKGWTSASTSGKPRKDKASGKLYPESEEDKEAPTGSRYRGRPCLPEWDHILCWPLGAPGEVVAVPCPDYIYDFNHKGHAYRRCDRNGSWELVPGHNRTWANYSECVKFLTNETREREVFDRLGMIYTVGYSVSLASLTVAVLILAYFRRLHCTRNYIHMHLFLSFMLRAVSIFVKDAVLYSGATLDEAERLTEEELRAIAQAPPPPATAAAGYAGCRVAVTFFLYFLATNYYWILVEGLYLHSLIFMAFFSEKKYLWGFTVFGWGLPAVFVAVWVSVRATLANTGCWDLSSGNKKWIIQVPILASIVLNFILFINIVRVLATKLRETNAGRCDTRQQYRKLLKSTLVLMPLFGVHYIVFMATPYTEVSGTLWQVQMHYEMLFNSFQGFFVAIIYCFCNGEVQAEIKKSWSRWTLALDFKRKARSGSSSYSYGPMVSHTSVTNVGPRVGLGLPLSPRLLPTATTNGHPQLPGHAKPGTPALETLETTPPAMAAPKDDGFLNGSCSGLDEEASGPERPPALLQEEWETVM
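HEK-293-derived GP2 cells expressing PTHR1 and a GloSensor cAMP reporter, 3,000/well, plated overnight, given luciferin plus IBMX (each 0.5 mM as added) for 1 h at 37 °C, then compound for 1 h at 37 °C. Luminescence was read after 15 min at room temperature.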
EPAC2 agonist = qHTS for Agonist of cAMP-regulated guanine nucleotide exchange factor 4 (EPAC2): primary screen. Rap guanine nucleotide exchange factor 4 (Homo sapiens), Q8WZA2. EPAC2 activation, biochemical qHTS; response scale: 100% = 6.5 mM cAMP response. Potency, µM (top dose mostly 154 µM), without a hit: at the highest dose activation, actives largely listed as activators. 0.079% of 360,000 active. AID 720711, 2013; also: nearly all actives have a fitted effect of over 50% in size
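Readout is BODIPY fluorescence (480 nm excitation, 540 nm emission), which falls as labeled GDP is exchanged off Rap1B. EPAC2 at 100 nM acted on 250 nM RAP1B-BODIPY-GDP with 50 uM GDP present.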
FUS suppressor = qHTS for Suppressors of FUS Proteinopathy: Primary screen using FUS-linked yeast assay; 0.24% of 390,000 active; S. cerevisiae FUS-expressing, growth rescue, OD600, 24 h; Potency, µM (doses to about 76.6 µM), inactives show top-dose growth rescue (activation), most hits filed as activators; AID 1347120, 2019;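 also: plate controls were DMSO vehicle for no effect and reference control for full effect; nearly all actives have a fitted effect of over 55% in size; some results filed as inactive show a strong effect at the top dose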
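Quantitative HTS measuring growth restoration of FUS-toxic yeast. Galactose-induced cells (OD 0.005) were exposed 24hr at 30C to compounds at several concentrations, then absorbance at 600 nm was recorded.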
aSyn yeast inh = qHTS of alpha-syn Inhibitors; AID 652106, 2013; Yeast expressing alpha-synuclein, growth rescue, BacTiter-Glo, 24 h; 0.14% of 370,000 active; Potency, µM (top dose mostly 46.1 µM), for inactives: at the top dose growth rescue (activation), actives largely listed as activators; also: % of control where 0% means no effect; nearly all actives have a fitted effect of over 65% in size
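Readout is rescue of growth in alpha-synuclein-expressing yeast, so inhibitors of toxicity appear as activators. Growth after 24 hr at 30 deg C in galactose medium is quantified by luminescence.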
An asterisk follows results filed as active; i = inactive; ? = inconclusive; nt = not tested or not shown; & = joins results of further samples; [ ] = dose if it differs, or a comment. Calls follow the shape of the dose curve; as a rule, active = well fitted curve in the direction sought with a large enough effect; inconclusive = small, poorly fitted or top-dose-only effect, or another doubt; inactive = no such curve, though single readings can be large; an effect the other way counts as inactive or inconclusive. Potency is read from the fitted curve at half-maximal effect. The list is partial. The share of hits here may be higher or lower than overall.

Second line of a record: EPAC1 antagonist, EPAC1 agonist, EPAC2 antagonist, TDP-43 yeast inh, PTHR1 agonist, EPAC2 agonist, FUS suppressor, aSyn yeast inh
CC(Sc1ccsc1[N+](=O)[O-])C(=O)NCc1ccco1 (stereo not drawn)
 : -7%, 1%, -15%, 19%, i, 7%, 0%, 7%
COc1ccc(NC(=O)CCNS(=O)(=O)c2cccc3nonc23)c(OC)c1
 : -6%, 5%, 0%, -6%&21%, i, 8%, -2%&41%, 0%
COc1cc(OC)cc(C(=O)N2CCC(N3CCN(c4ccccc4OC)CC3)CC2)c1
 : -12%, -7%, -1%, 0%, -24%, -1%, 4%, 0%
COCCCNC(=S)N1CCC(C(=O)c2ccc(Cl)cc2)CC1
 : -24%, -11%, -10%, -22%, -76%[inhibitor], 10%, ?, -2%
CC1=Nc2cc(C(=O)N3CCCCC3)ccc2Sc2ccc(C)cc21
 : 5%, 3%, -8%, -21%&0%, -9%&38%, -2%, 42%&7%, 9%
COC(=O)[C@@]1(Sc2ccc(C)cc2)CC(=O)N[C@@H]1c1ccc(Br)cc1
 : 2%, -2%, -14%, 12%, -45%, 15%, -6%, 0%
Cc1ccc(NC(=O)c2cc(C)on2)cc1
 : -6%, 8%, 2%, -8%, -19%[57.5 µM], 10%, 1%, 10%
Cc1ccc(N(CC(=O)NC(C)c2ccccc2)S(=O)(=O)c2cccs2)cc1 (stereo not drawn)
 : 9%, 9%, -2%, -14%, -14%, 3%, 14%, -1%
CN(C)S(=O)(=O)c1ccc(NC(=O)c2c(F)cccc2Cl)cc1
 : -13%, 9%, -2%, 3%, -21%[57.5 µM], 2%, 26%, 7%
C(=C\c1ccccc1)/CN1CCN(C(c2ccnc3ccccc23)c2nnnn2C2CCCCC2)CC1 (stereo not drawn)
 : -7%, 0%, -8%, 21%, 12%, 8%, 16%, 8%

A few values from the results shown:
COCCCNC(=S)N1CCC(C(=O)c2ccc(Cl)cc2)CC1 – EPAC2 agonist = 10%
COc1ccc(NC(=O)CCNS(=O)(=O)c2cccc3nonc23)c(OC)c1 – TDP-43 yeast inh = -6%&21%
CN(C)S(=O)(=O)c1ccc(NC(=O)c2c(F)cccc2Cl)cc1 – EPAC1 agonist = 9%

(list continues)
Second line of a record: EPAC1 antagonist, EPAC1 agonist, EPAC2 antagonist, TDP-43 yeast inh, PTHR1 agonist, EPAC2 agonist, FUS suppressor, aSyn yeast inh
O=C(c1cccc(Cl)c1)N(Cc1cccs1)C1CCS(=O)(=O)C1 (stereo not drawn)
 : 16%, -1%, 10%, -20%, i, 3%, 12%, 5%
Cc1ccc(NC(=O)C2CCCN(c3cnccn3)C2)c(C)c1 (stereo not drawn)
 : -21%, 6%, 5%, 23%&1%, -5%, -1%, -6%&1%, 0%
COc1ccc(-c2cn[nH]c2-c2ccc(O)cc2O)cc1OC
 : 2%, 14%, -6%, -21%, -8%, 9%, 17%, -1%
c1ccc(Cc2nnc3n2N=C(c2ccccc2)CS3)cc1
 : -23%, -1%, -11%, -24%[9.22 µM], i, 10%, 16%, -9%
C[C@@H](C(=O)O)[C@H]1C[C@]1(C)[C@H](NC(=O)OCc1ccccc1)c1ccccc1
 : 1%, 6%, 4%, 21%, -23%, 9%, 12%, 0%
O=C(N/N=C/c1ccc(N2CCCCC2)o1)c1ccccc1[N+](=O)[O-]
 : 5%, -4%, 13%, 10%, -25%, 3%, nt, -6%
CCN(CC)c1ccc(/C=N/NC(=O)CNC(=O)c2ccccn2)cc1
 : 7%, 6%, 5%, 11%, -10%, 10%, 30%, 2%
COc1cccc2c1oc1c(SCc3nc4ccccc4[nH]3)nc(C)nc12
 : -8%, 19%, 5%, nt, i, 17%, 4%, nt
CC(=O)c1cccc(CN2CCC(C(=O)Nc3ccc(-c4cccc(C)c4)cc3)CC2)c1
 : -6%, 5%, -9%, -18%[1.82 µM], -17%, 1%, 19%, -3%
CCC(=O)Nc1ccc2c(c1)OC[C@@H](C)N(Cc1cccc(F)c1)C[C@@H](C)[C@@H](OC)CN(C)C2=O
 : 0%, 1%, 5%, 16%, i, 1%, -2%, 0%
O=c1cc(Cl)nc2ccccn12
 : 5%, 1%, 5%, -3%, i, 4%, -8%, -4%
O=C(C1CCCCCC1)N1CC[C@@H](N2CCC(O)CC2)[C@H](O)C1
 : 6%, 7%, -6%, 2%, -20%, 8%, -4%, -7%
COc1ccc(S(=O)(=O)N(C)C)cc1NC(=O)COC(=O)c1nn(C)c(=O)c2ccccc12
 : 0%, -13%, 4%, -3%, -6%, 0%, -2%, 0%
COc1cccc(C(=O)COC(=O)CCC(=O)NC2CCCCC2)c1
 : -7%, 4%, 2%, 0%, -5%, 6%, -21%, 0%
Cc1ccc(C(=O)N2CCCC(CCC(=O)N3CCN(c4ccccn4)CC3)C2)cc1C (stereo not drawn)
 : 0%, -5%, 3%, 3%, -49%[inhibitor], -3%, 8%, -2%
O=C(N/C(=C/c1ccc(Br)cc1)C(=O)N1CCOCC1)c1ccc(Br)o1
 : 5%, 3%, 0%, 0%, -9%, 10%, 15%, 0%
Cc1ccc(S(=O)(=O)NNC(=O)Nc2ccc(Cl)c(Cl)c2)cc1
 : 14%, -8%, 20%, 7%, i, -3%, -12%, -18%
CCOCCCNC(=O)c1ccc(OC)c(OC2CCN(C(C)C)CC2)c1
 : -3%, 6%, -1%, 11%, -2%, 7%, -11%, -2%
Oc1csc(Cc2nc(-c3ccc4ccccc4c3)cs2)n1
 : -14%, -6%, -3%, -3%, -20%, 2%, ?, 13%
CSc1ccccc1C(=O)OCC(=O)Nc1cccnc1Cl
 : -1%, 13%, -3%, 0%, i, -1%, 1%, 8%
O=C(COC(=O)c1cccc(S(=O)(=O)N2CCCCC2)c1)NC1CCCCC1
 : 0%, -15%, 6%, -18%, i, -3%, nt, -4%
O=C(Cc1ccccc1)NCC1COc2ccccc2O1 (stereo not drawn)
 : -1%, -9%, 14%, 0%, -8%[57.5 µM], -5%, 0%, 5%
CCc1ccccc1NC(=O)CSc1nnc(Cn2cnc3ccccc32)o1
 : -6%, -1%, -3%, 13%, -3%, 9%, 4%, 4%
CC(=O)N1N=C(c2ccccc2O)CC1c1cccs1 (stereo not drawn)
 : -6%, -9%, -12%, 26%, -40%[inhibitor], 3%, 18%, 10%
CNc1ccc2c3c(cccc13)C(=O)N(C)C2=O
 : -23%, 100µM*, nt, -3%, -29%, ?, -26%, 26%
COc1cc([C@@H]2CC=C(C(=O)O)[C@H](c3cccc(Cl)c3)N2S(=O)(=O)c2ccc(C)cc2)cc(OC)c1OC
 : -8%, 8%, 14%, 5%, -4%, 6%, 1%, 0%
COc1ccc(S(=O)(=O)Oc2ccc3c(c2)O/C(=C\c2cccnc2)C3=O)cc1
 : 3%, 2%, -2%, -19%, i, -1%, 1%, 3%
O=C(O)c1nn(CC(=O)N2CCN(S(=O)(=O)c3ccc(Cl)cc3)CC2)c(=O)c2ccccc12
 : -16%, 5%, -1%, -27%, 4%, 10%, 12%, -3%
CC(C)Oc1cccc(C(=O)Nc2ncn[nH]2)c1
 : -11%, -27%, 17%, -3%, -9%, -12%, 9%, 2%
CCOc1ccc(OCC)c(NC(=O)CNS(=O)(=O)c2cccs2)c1
 : 10%, 2%, 0%, 21%, i, 7%, 9%, 13%
CC1(C)CC(=O)C=C(Nc2ccc([N+](=O)[O-])cc2)C1
 : 5%, -2%, 10%, -1%, i, 0%, -12%, 3%
O=C1CCCc2c1[nH]c1ccccc21
 : -6%, -9%, 6%, 21%, i, 3%, 42%, 0%
O=C(OCC(=O)N1CCOCC1)c1c(Cl)ccc(Cl)c1Cl
 : 11%, 5%, 2%, 2%, -27%, 8%, -29%, 2%
Cc1cn([C@H]2C[C@H](O)[C@@H](CCC(=O)NCCc3ccc4ccccc4c3)O2)c(=O)[nH]c1=O
 : -1%, -9%, 11%, 19%, -9%, -5%, 33%, -6%
O=C1NCCCC1C(=O)N/N=C/c1ccccc1[N+](=O)[O-] (stereo not drawn)
 : 1%, -4%, 2%, -1%, i, 8%, 11%, 2%
COc1cc(C(=O)Nc2ccc3c(c2)Cc2cc(NC(=O)c4cc(OC)c(OC)c(OC)c4)ccc2-3)cc(OC)c1OC
 : -12%, 0%, -2%, 10%, -13%, 6%, 6%, -8%
COc1cc(C(=O)NNC(=O)Cc2ccc(S(=O)(=O)N3CCOCC3)s2)cc(OC)c1OC
 : 7%, -6%, 1%, 15%, -25%, 5%, 31%, 8%
CC(OC(=O)c1ccc(NC(=O)CC#N)cc1)C(=O)NC(=O)NC1CCCCC1 (stereo not drawn)
 : -15%, 18%, -2%, 22%, -7%, -5%, 34%, 4%
O=C(NCc1ccccc1Br)c1ccncc1
 : 9%, 2%, 1%, 9%, i, 2%, 1%, 1%
COc1ccccc1S(=O)(=O)N(C)C[C@@H]1OCc2cnnn2CCCC(=O)N([C@H](C)CO)C[C@H]1C
 : -22%, -14%, -1%, 0%, i, 18%, 2%, 1%
CC(C)(C)c1cc(NC(=O)c2cccs2)no1
 : 3%, -3%, -11%, ?, -87%[inhibitor], -6%, 0%, -16%
Cc1[nH]c2ccccc2c1C(=O)COC(=O)C(C)C
 : 2%, 10%, -4%, -5%, -1%[57.5 µM], 4%, 17%, 1%
CCCc1nnc(SCC(=O)N2CCCC(C)C2)n1CC1CCCO1 (stereo not drawn)
 : 2%, 6%, 3%, 7%, i, 6%, 3%, 0%
Fc1ccc(Nc2nc(N/N=C/c3ccco3)nc(N3CCCCC3)n2)cc1
 : -13%, 11%, -14%, 16%, -31%[inhibitor], 3%, 31%, -2%
COc1ccc(CN2CCN(C(=O)c3ccc(CNS(=O)(=O)c4ccc(C)cc4)cc3)CC2)c(OC)c1OC
 : -9%, 8%, -6%, 11%, -38%[inhibitor], 4%, 6%, 10%

From PubChem BioAssay
